Giardia killer = kills Giardia lamblia; Giardia lamblia trophozoite viability; activity change, % at 7.66 µM, hits read low; 340,000 tested, 0.15% active; in the data active means activity change below about -80%; inconclusive means between about -30% and that limit;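 further: parasites exposed to compound for two days anaerobically before the ATP read; on the % scale 0 is the no-effect control and ±100 the full control effect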
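Killing of trophozoites was scored by loss of ATP luminescence after a 48 hrs anaerobic exposure to compounds at 37 deg C, using 100 cells per well.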
PKM2 act = PKM2 (human) enzyme activation; P14618; purified PKM2, Kinase-Glo ATP luminescence, activation; response scale: 0% is enzyme alone, no compound; Potency, µM (titrated, usually from 57.5 µM), for the others: at the highest dose activation, usual class: activators; 260,000 tested, 0.34% active; AID 1631; further: potency means the concentration at half of the fitted maximal effect; on the % scale 0 is the no-effect control and ±100 the full control effect; nearly all actives have a fitted effect of over 55% in size
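hPK-M2, >95% pure; 0.1 mM ADP / 0.5 mM PEP final; imidazole pH7.2 buffer w/ 7 mM MgCl2, 50 mM KCl; 1 h RT; Kinase-Glo lum. Intermediate enzyme activity for dual inhibitor/activator qHTS.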
Tb PFK block = T. brucei PFK enzyme inhibition; 330,000 tested, 0.17% active; Potency, µM (series often up to 57.5 µM), for inactives: at the top dose activity, negative = inhibition, hits mostly inhibitors; AID 485367; O15648; T. brucei PFK, ADP-Glo luminescence;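 further: potency means the concentration at half of the fitted maximal effect; 0% = uninhibited 1x PFK enzyme wells and -100% = no-enzyme wells; nearly all actives have a fitted effect of over 60% in size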
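In TEA buffer at pH 8.0 with 5 mM MgCl2, enzyme (1.25 nM) converted F6P (0.5 mM) and ATP (0.1 mM) for 45 min at room temperature. ADP product was read by luciferase luminescence.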
Menin MLL FP TR = inhibitors of human menin-MLL interaction, mutant MLL peptide; Menin + Texas Red MLL mutant peptide, fluorescence polarization; Potency, µM (top dose mostly 61.6 µM), inactives show at the top dose FP activity change, negative = inhibition, hits mostly inhibitors; O00255; 270,000 tested, 0.23% active; active means well fitted inhibition curve with a large enough effect in the polarisation, with a control signal flat, not every such curve was filed as active; inconclusive means small, poorly fitted or top-dose-only effect, or effect the other way, or a change in a side signal; inactive means no such curve, though single readings can be large or run the other way; the % refers to the polarisation; further: potency means the concentration at half of the fitted maximal effect; % of control where 0% means no effect; many of its hits are not listed in these tables
Target sequence (O00255 whole entry, looked up): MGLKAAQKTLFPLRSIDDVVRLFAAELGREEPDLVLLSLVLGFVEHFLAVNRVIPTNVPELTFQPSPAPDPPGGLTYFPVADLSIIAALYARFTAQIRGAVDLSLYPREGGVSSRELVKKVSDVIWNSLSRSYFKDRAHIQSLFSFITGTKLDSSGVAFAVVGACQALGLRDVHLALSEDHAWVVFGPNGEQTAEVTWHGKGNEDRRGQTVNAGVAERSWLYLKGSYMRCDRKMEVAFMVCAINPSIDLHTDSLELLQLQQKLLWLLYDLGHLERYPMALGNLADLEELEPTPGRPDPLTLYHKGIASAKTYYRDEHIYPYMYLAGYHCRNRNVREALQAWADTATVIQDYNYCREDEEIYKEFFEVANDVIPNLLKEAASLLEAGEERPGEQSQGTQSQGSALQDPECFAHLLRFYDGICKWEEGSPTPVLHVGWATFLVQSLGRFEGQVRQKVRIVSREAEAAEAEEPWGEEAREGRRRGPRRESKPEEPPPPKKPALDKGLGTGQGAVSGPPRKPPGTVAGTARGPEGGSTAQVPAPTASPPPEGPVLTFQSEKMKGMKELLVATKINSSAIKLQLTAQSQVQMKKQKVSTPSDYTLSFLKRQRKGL
FBPA coupling cs = inhibits coupling enzyme system, counter-screen for aldolase hits; 290,000 tested, 0.67% active; activity change, negative = inhibition, % at 58.2 µM, hits read low; coupling enzyme system counterscreen, AmpLite Red fluorescence; in the data active means activity change below about -30%; further: on the % scale 0 is the no-effect control and ±100 the full control effect
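Activity here indicates interference with the coupling reaction, not aldolase inhibition. Compounds at 57.5 uM final met coupling enzymes for 10 min at RT; substrate and AmpLite Red detection followed, with a 525/598 nm fluorescence read after 20 min.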
GALK inh = inhibitors of human galactokinase; 270,000 tested, 0.007% active; AID 1868; Potency, µM (series often up to 57.5 µM), inactives show at the top dose activity change, negative = inhibition, actives largely listed as inhibitors; Purified GALK, Kinase-Glo residual ATP luminescence; further: potency means the concentration at half of the fitted maximal effect; on the % scale 0 is the no-effect control and ±100 the full control effect
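GALK at 5 nM final was combined with compound, 35 uM ATP and 100 uM galactose in HEPES pH8.0 with MgCl2 and DTT. The reaction ran one hour at room temperature before luminescent ATP detection.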
S-ASM inh = human S-ASM enzyme inhibition. placental ASM, HMU-PC fluorogenic substrate, 60 min. P17405. 340,000 tested, 0.006% active. Potency, µM (doses to about 57.5 µM), for inactives: at the top dose activity change, negative = inhibition, hits mostly inhibitors. AID 504937; further: potency means the concentration at half of the fitted maximal effect
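Fluorescence read-out (Ex 386 nm, Em 447 nm) after stopping the reaction at pH 10. Enzyme: ASM from human placenta; substrate HMU-PC0, 9 uM final; 60 min, 37 °C. Compound preincubation 10 min, ambient temperature.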
PTAP TSG101 blk = blocks PTAP/TSG101 interaction to inhibit HIV-1 budding. Q99816. Fluorescence polarization, FITC-PTAP peptide / Tsg101 binding. Potency, µM (highest dose often 115 µM), without a hit: top-dose activity change, negative = inhibition, most hits filed as inhibitors. 340,000 tested, under 10 active. AID 493005; active means well fitted inhibition curve with a large enough effect in the main read-out, with a control signal flat, not every such curve was filed as active; inconclusive means small, poorly fitted or top-dose-only effect, or effect the other way, or a change in a side signal; inactive means no such curve, though single readings can be large or run the other way; further: potency means the concentration at half of the fitted maximal effect; % of control where 0% means no effect
Target sequence (Q99816 whole entry, looked up): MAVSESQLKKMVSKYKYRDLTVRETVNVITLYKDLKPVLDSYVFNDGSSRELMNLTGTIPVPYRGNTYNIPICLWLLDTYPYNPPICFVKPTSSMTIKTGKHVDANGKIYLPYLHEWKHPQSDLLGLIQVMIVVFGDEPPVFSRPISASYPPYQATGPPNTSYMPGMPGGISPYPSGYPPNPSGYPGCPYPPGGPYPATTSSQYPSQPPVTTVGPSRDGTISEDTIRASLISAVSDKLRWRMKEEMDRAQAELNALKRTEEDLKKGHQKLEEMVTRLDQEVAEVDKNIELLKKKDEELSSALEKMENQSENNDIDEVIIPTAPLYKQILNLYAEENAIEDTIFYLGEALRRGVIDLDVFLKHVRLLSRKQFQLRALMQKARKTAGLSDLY
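FP read-out: FITC-PTAP peptide, 50 nM final, binding Tsg101 binding domain, 10 uM final; 20 min, r.t.; 10 mM HEPES pH 7.5, 0.15 M NaCl, 0.01% Tween 20, 3 mM EDTA, 0.1 mM TCEP.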
B2AR arrestin = recruits beta-arrestin to the human beta2-adrenergic receptor. P07550. beta-arrestin recruitment to beta2AR, cell-based reporter. Potency, µM (doses to about 46.1 µM), without a hit: top-dose activation, actives largely listed as activators. 330,000 tested, 0.02% active. AID 492947;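 further: potency means the concentration at half of the fitted maximal effect; 0% = DMSO controls and full agonism = EC100 isoproterenol or metaproterenol; nearly all actives have a fitted effect of over 65% in size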
Integrin act MD = activators of alpha7 integrin expression for muscular dystrophy; 350,000 tested, 0.064% active; alpha7betagal myoblasts, beta-gal FDG fluorescence, 48 h; AID 624291; Potency, µM (top dose mostly 38.3 µM), for the others: top-dose activation, most hits filed as activators;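 further: potency means the concentration at half of the fitted maximal effect; 100% = response of the positive control SU9516; nearly all actives have a fitted effect of over 60% in size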
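Alpha7betagal+/- myoblasts (passage 13) were plated 16-24 hr, then exposed to compounds (1:260 dilution of DMSO stock) for 48 hours at 37C. After MPER lysis, β-galactosidase reporter activity was read as FDG fluorescence (ex 480/em 540) after 30 minutes.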
BCR signal inh = chronic active BCR signaling inhibition; AID 493014; ABC-DLBCL IkBa-CBG/CBR reporter, luminescence ratio, 4 h; Potency, µM (series often up to 46.1 µM), without a hit: at the highest dose ratio change, negative = lower green/red ratio, actives largely listed as inhibitors; 340,000 tested, 0.05% active; active means well fitted inhibition curve with a large enough effect in the signal ratio, with a control signal flat, not every such curve was filed as active; inconclusive means small, poorly fitted or top-dose-only effect, or effect the other way, or a change in a side signal; the % refers to the signal ratio;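 further: potency means the concentration at half of the fitted maximal effect; plate controls were basal doxycycline-induced cells for no effect and cells given 10 µM MG132 for full effect; MG132 reads +100%, hits lower the ratio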
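Doxycycline induced both beetle luciferases in TMD8 lymphoma cells; IKK-driven degradation limits the IkappaBalpha-fused green signal, while red luminescence normalises for cell number and nonspecific effects. Compounds tested up to 46 uM, 4 hrs.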
Starred values were filed as active, the others as inactive; ? = inconclusive; . = not tested or not shown; & = joins results of further samples; [ ] = remark or other dose. Unless noted, the call rests on the fitted dose curve; in most records, active means well fitted curve in the direction sought with a large enough effect; inconclusive means small, poorly fitted or top-dose-only effect, or another doubt; inactive means no such curve, though single readings can be large; an effect the other way counts as inactive or inconclusive. These rows are one share of the data. The share of hits here may be higher or lower than overall.

SMILES	Giardia killer	PKM2 act	Tb PFK block	Menin MLL FP TR	FBPA coupling cs	GALK inh	S-ASM inh	PTAP TSG101 blk	B2AR arrestin	Integrin act MD	BCR signal inh
COc1ccc(-n2c(SCC(=O)NCc3ccco3)nnc2-c2c[nH]c3ccccc23)cc1	-6	-1%	-6%	-19%	1	-4%	0%	-2%	-0.2%	-4%	-10%
CCOc1ccccc1NC(=O)CCS(=O)(=O)c1cccs1	2	0%	0%	1%	1	-1%	0%	-4%	0.2%	5%	1%
CC(C)(C)NC(=O)NC(=O)CN1CCCCCCC1	-6	-3%	5%	-4%	5	-1%	-3%	-3%	-0.3%	2%	1%
COc1ccc(Cl)cc1NC(=O)C(C)N(C)Cc1cccc(Cl)c1Cl (stereo not given)	24	-21%	17%	0%	-1	2%	-5%	-4%	-0.4%	-14%	?
Cc1cc(C(=O)OCC(=O)NCCc2ccccc2)c2ccccc2n1	-9	.	-4%	.	.	.	-3%	-3%	0.1%	11%	5%
O=C(COC(=O)c1cc(Cl)ccc1[N+](=O)[O-])Nc1cccc2ccccc12	11	-7%	0%	23%	2	-5%	-9%	0%	-1.1%	14%	?
CCOC(=O)c1sc(NC(=O)CSc2nnc(-c3ccc(OC)cc3)n2CCOC)nc1C	-16	-15%	-4%	-4%	9	-3%	-1%	2%	-0.3%	-18%	-16%
CC(C)C1(C)C(=O)N=C2c3ccccc3C(=O)N21 (stereo not given)	1	-1%	7%	10%	1	0%	1%	0%	-0.4%	18%	2%
COCCN(C(=O)COc1ccc(Cl)cc1)c1nnc(-c2cccnc2)s1	-9	-2%	0%	-1%	-2	-2%	1%	-5%	0.1%	12%	5%
CCCCOCCCNS(=O)(=O)Cc1ccccc1	53[activator]	-7%	-2%	-13%	6	0%	11%	0%	2.6%	-40%	-1%
CC1CCc2c(sc3nc4n(c(=O)c23)CCS4)C1 (stereo not given)	-11	6%	1%	2%	2	-2%	-3%	-4%	-0.9%	-15%	?
COC(=O)/C=C1\C(=O)N(c2nc3ccc(OC)cc3s2)C(=S)N1c1ccc(F)cc1	.	1%	0%	8%	1	-1%	.	.	0.1%	.	-1%
COc1ccccc1OCc1nc(C#N)c(N2CC(C)CC(C)C2)o1 (stereo not given)	10	11%	-2%	1%	3	3%	-1%	-1%	-0.9%	-16%	?
Cc1nnnn1CC(=O)Nc1ccccc1[N+](=O)[O-]	-10	-2%	-3%	-16%	4	-3%	3%	11%	-1.0%	27%	0%
COc1ccc(CC(=O)OCC(=O)NC2CCCCC2)cc1OC	0	.	-1%	.	.	.	5%	0%	0.0%	13%	4%
COc1ccc(CNC(=O)Cn2ccc(N)nc2=O)cc1	?	.	-5%	.	.	.	2%	-1%	0.0%	26%	-1%
COc1ccc(CCNC(=O)c2cccc(NC3=NC4CS(=O)(=O)CC4S3)c2)c(OC)c1 (stereo not given)	-7	2%	2%	?	1	.	3%	-1%	-0.7%	14%	-10%
COc1cccc(C2=CC(c3cccs3)n3nnnc3N2)c1 (stereo not given)	-18	3%	0%	-4%	-1	-3%	16%	-9%	-1.0%	-29%	?
O=C(CCC1CCCC1)Nc1cccn(Cc2ccccc2Br)c1=O	24	1%	0%	.	-3	4%	1%	3%	0.2%	3%	1%
O=C(N/N=C/c1cccc([N+](=O)[O-])c1)c1ccc(CN2CCOCC2)cc1	-4	0%	0%	4%	1	0%	3%	-6%	-1.0%	?	1%
Cc1ccc(-c2nn(-c3cccc(F)c3)cc2CN2CCN(c3ccccn3)CC2)o1	-9	16µM*	-12%	10%	-3	-2%	-2%	3%	-0.5%	5%	9%
CCc1ccc2[nH]c(=O)c(CN(CC3CCCO3)C(=S)NCc3ccco3)cc2c1 (stereo not given)	-8	5%	0%	.	-4	0%	-6%	-6%	-1.1%	-30%	?
COc1ccc(-c2cc(C)no2)cc1S(=O)(=O)N(C)c1ccc(C)c(C)c1	23	.	0%	29%	-3	9%	-11%	-3%	0.1%	-51%[inhibitor]	6%
COc1ccc(CCC(=O)NCc2ccc3c(c2)OCO3)cc1	19	.	0%	-3%	2	11%	4%	-8%	0.4%	19%	-3%
O=C(COC(=O)c1cccs1)NCc1cccs1	-17	-7%	0%	-8%	-1	-3%	4%	2%	0.2%	11%	9%
COC(=O)c1c(NC(C)=O)sc(C(=O)Nc2ccccc2F)c1C	-17	-2%	-13%	?	2	2%	-3%	-1%	-0.3%	4%	4%
O=C(CCN1C(=O)/C(=C/c2ccc(Cl)cc2)SC1=S)Nc1cccc(C(=O)O)c1	1	.	7%	?	7	-3%	2%	-3%	0.2%	10%	1%
COCCCNC(=O)CCc1nnc(Cc2ccc(-c3ccccc3)cc2)o1	-19	-1%	2%	-8%	1	3%	0%	0%	-0.1%	-12%	-8%
O=C(CCS(=O)(=O)Cc1ccccc1)Nc1nc2c(s1)CCCC2	-9	-2%	1%	-13%	1	-3%	0%	-3%	0.4%	-68%[inhibitor]	?
COCCCNc1nc2c(c(=O)n(Cc3ccc(Cl)cc3)c(=O)n2C)n1C	25	5%	-1%	4%	1	1%	-1%	-9%	-3.7%	0%	5%
COc1ccccc1NS(=O)(=O)c1cc(NC(=O)CNC(=O)c2cc(C)cc(C)c2)ccc1C	1	4%	1%	-13%	3	0%	-4%	-2%	4.8%	-21%	-3%
COc1ccc(Cc2nnc(NC(=O)c3ccc(C)cc3)s2)cc1OC	-23	5%	0%	0%	-2	-2%	0%	-3%	-0.7%	8%	0%
COc1ccc(C)cc1NC(=O)Nc1ccc(C(=O)N2CCCC2)cc1	4	-21%	1%	.	.	-3%	0%	-10%	3.2%	-21%	-13%
CC(C(=O)Nc1ccc2c(c1)OCO2)N(C)CC(=O)Nc1ccccc1Cl (stereo not given)	19	.	-4%	.	.	.	-2%	-9%	0.0%	2%	-13%
COc1cccc(S(=O)(=O)NCC(=O)Nc2ccc(C(C)(C)C)cc2)c1	14	-4%	-1%	7%	0	2%	-2%	-1%	-0.2%	-16%	-8%
COc1cc(NC(=O)c2ccccc2)c(OC)cc1NC(=O)Cc1cccs1	11	-13%	-4%	?	-6	4%	-2%	2%	0.3%	-2%	14%
CCOc1ccc(N2CC(C(=O)NC(C)C)CC2=O)cc1 (stereo not given)	-4	-5%	-1%	.	3	-1%	2%	-2%	0.1%	4%	-18%
CCOc1ccc(NC(=O)Cn2c(=O)n(CCCC(=O)NC3CCN(Cc4ccccc4)CC3)c(=O)c3ccccc32)cc1	-11	8%	5%	?	0	5%	0%	1%	0.4%	-21%	5%
CC1CCc2cc(F)ccc2N1C(=O)c1cc2nc(-c3ccco3)cc(C(F)(F)F)n2n1 (stereo not given)	15	11%	-2%	7%	2	0%	13%	-7%	-0.2%	-48%[inhibitor]	18%
O=C(c1ccc(Br)o1)N1CCN(c2ncccn2)CC1	-5	1%	-1%	-2%	4	-1%	1%	-7%	0.2%	16%	?
O=C(CSc1ncn[nH]1)Nc1ccc(OCc2ccccc2)cc1	12	25%	-2%	25%	0	-2%	6%	-2%	0.3%	?	-19%
O=C(O/N=C1\CCCc2ccccc21)c1cccs1	-5	-32%	-9%	-1%	-2	7%	-1%	-1%	0.2%	-14%	2%
O=C(N/N=C/c1ccc([N+](=O)[O-])o1)C(O)c1ccccc1 (stereo not given)	-84*	0%	1%	.	0	-1%	-14%	-2%	0.0%	-74%[inhibitor]	-7%
OC(CCCN1CCCCC1)(c1ccccc1)c1ccccc1	-15	-5%	2%	-3%	-2&1	-3%	-2%	-1%	0.3%	.	8%
COc1ccc(OCc2nnc(SCC(=O)N3CCCc4ccccc43)n2-c2ccc(C)cc2)cc1	24	-9%	-1%	-17%	2	1%	-1%	-4%	2.9%	27%	?
COC(CNS(=O)(=O)c1ccc(S(=O)(=O)NC2CC2)cc1)OC	8	-9%	4%	?	1	5%	-2%	1%	0.0%	20%	3%
Cc1cc(C)nc(SCC(=O)Nc2ccc(S(=O)(=O)NCCO)cc2)n1	-16	4%	-6%	2%	1	0%	5%	5%	0.2%	-14%[7.66 µM]	-44%

High-throughput results deposited in PubChem BioAssay by National Center for Advancing Translational Sciences (NCATS).
